# Sm TGR inh = inhibitors of Schistosoma mansoni thioredoxin glutathione reductase | Q962Y6 | purified TGR, DTNB reduction, TNB absorbance 405 nm | Potency, µM (doses to about 114 µM), for inactives: top-dose activity change, negative = inhibition, most hits filed as inhibitors | 360,000 compounds, 3% hits | AID 485364; also: potency is read from the fitted curve at half-maximal effect; nearly all actives have a fitted effect of over 60% in size
#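 TGR 20 nM + NADPH 100 uM (dispensed conc.), cpd preinc 15 min RT; start with NADPH (500 uM addition) then DTNB (15 mM addition). Kinetic TNB absorbance, 405 nm filter. Four-parameter Hill fit across titration.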
# AmpC no deterg = blocks E. coli AmpC beta-lactamase in detergent-free assay | AmpC nitrocefin hydrolysis, absorbance 480 nm, 0.0001% Triton | Potency, µM (doses to about 57.1 µM), inactives show top-dose activity change, negative = inhibition, hits mostly inhibitors | AID 485341 | 330,000 compounds, 0.52% hits | P00811;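 also: potency is read from the fitted curve at half-maximal effect; plate controls were no compound for no effect and no enzyme for full effect; nearly all actives have a fitted effect of over 20% in size; some results filed as inactive show a strong effect at the top dose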
# Target sequence (P00811 whole entry, looked up): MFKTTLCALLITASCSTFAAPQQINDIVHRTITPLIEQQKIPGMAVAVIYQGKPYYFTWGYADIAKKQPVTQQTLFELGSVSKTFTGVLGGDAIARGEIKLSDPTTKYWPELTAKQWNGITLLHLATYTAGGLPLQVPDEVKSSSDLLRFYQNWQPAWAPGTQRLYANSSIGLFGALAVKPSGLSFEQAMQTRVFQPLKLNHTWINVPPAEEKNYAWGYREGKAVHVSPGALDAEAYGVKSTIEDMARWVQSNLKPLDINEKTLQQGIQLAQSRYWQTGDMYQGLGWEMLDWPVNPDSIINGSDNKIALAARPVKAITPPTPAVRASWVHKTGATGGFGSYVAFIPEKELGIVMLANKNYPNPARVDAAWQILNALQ
#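 20 mM phosphate pH 7.0 + 0.01% (detergent screen) or 0.0001% Triton X-100; 5.3 nM AmpC reagent; cpd preinc 15 min RT; nitrocefin (800 uM stock) to start; A480 q20 s × 4 min; Activity was normalised to no-enzyme and no-compound control wells.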
# Giardia FBPA inh = blocks Giardia fructose-bisphosphate aldolase activity; A8B2U2; purified Giardia FBPA; Potency, µM (titrated, usually from 59.6 µM), without a hit: top-dose activity, negative = inhibition, most hits filed as inhibitors; 290,000 compounds, 0.71% hits; also: potency is read from the fitted curve at half-maximal effect; nearly all actives have a fitted effect of over 55% in size
# Target sequence (A8B2U2 whole entry, looked up): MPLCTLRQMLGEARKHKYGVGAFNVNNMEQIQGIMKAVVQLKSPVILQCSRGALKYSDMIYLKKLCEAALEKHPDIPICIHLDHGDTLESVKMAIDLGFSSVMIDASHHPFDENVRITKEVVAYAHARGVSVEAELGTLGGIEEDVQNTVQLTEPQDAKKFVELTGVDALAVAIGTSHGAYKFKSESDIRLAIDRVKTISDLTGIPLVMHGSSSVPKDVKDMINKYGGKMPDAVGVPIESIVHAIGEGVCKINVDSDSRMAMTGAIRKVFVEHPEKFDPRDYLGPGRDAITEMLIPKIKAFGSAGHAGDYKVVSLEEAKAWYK
#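 Giardia FBPA (40 nM reagent) was preincubated 10 min at RT with compound (up to 57.5 uM final), then substrate plus GAPDH/TPI/NAD/arsenate coupling system with diaphorase/resazurin was added; resorufin fluorescence (525/598 nm) was read after 20 min.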
# HCV inhibitor = HCV inhibition. Huh7.5.1 HCVcc-Cre infection, luciferase reporter, 44 h. Potency, µM (series often up to 41.8 µM), for the others: top-dose activity change, negative = inhibition, most hits filed as inhibitors. 340,000 compounds, 3.4% hits; also: potency is read from the fitted curve at half-maximal effect
#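 Compounds are dispensed onto cells plated 4 h earlier at 1,000 per well, with HCVcc-Cre virus (about 0.5 moi) added next. Following 44 h of culture, luminescent signal is measured for 15 sec after 15 min with substrate at room temperature.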
# HCMV antiviral = human cytomegalovirus inhibition. HFF cells, HCMV-luciferase reporter, 72 h; stronger effect = lower value. activity change, negative = inhibition, % at 57.5 µM. 410,000 compounds, 4.5% hits; in the data active = activity change below about -60%; inconclusive = no clear call, values can overlap the other calls; inactive = above about -39%
#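 Luciferase read-out from HCMV-luciferase-infected HFFs (MOI 1 PFU/cell) 72 h post infection at 37C; compounds added after 16 h cell attachment; activity normalized between buffer-only basal and Salinomycin (10uM) inhibitor controls.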
# AmpC detergent = inhibitors of E. coli AmpC beta-lactamase with detergent. P00811. 370,000 compounds, 0.041% hits. AmpC hydrolysis of nitrocefin, absorbance 480 nm, 0.01% Triton. AID 485294. Potency, µM (titrated, usually from 114 µM), for inactives: at the highest dose activity change, negative = inhibition, hits mostly inhibitors;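 also: potency is read from the fitted curve at half-maximal effect; 0% = no-compound wells and -100% = no-enzyme wells; nearly all actives have a fitted effect of over 25% in size; some results filed as inactive show a strong effect at the top dose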
#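 20 mM phosphate pH 7.0 + 0.01% (detergent screen) or 0.0001% Triton X-100; 5.3 nM AmpC reagent; cpd preinc 15 min RT; nitrocefin (800 uM stock) to start; A480 q20 s × 4 min; Activity was normalised to no-enzyme and no-compound control wells.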
# An asterisk follows results filed as active; u = inconclusive; x = no result given; [ ] = remark or other dose. Unless noted, calls follow the shape of the dose curve; as a rule, active = well fitted curve in the direction sought with a large enough effect; inconclusive = small, poorly fitted or top-dose-only effect, or another doubt; inactive = no such curve, though single readings can be large; an effect the other way counts as inactive or inconclusive. Unless noted, % is scaled to controls: 0 for no effect and ±100 for the full control effect.
SMILES,Sm TGR inh,AmpC no deterg,Giardia FBPA inh,HCV inhibitor,HCMV antiviral,AmpC detergent
CC1(C)CC(NC(=O)c2cc(S(=O)(=O)N3CCOCC3)ccc2Cl)CC(C)(C)N1,x,-24%,x,-3%,25,x
CCc1ccc(C2=NN(CCC(=O)NC3CC3)C(=O)CC2)cc1,-21%,1%,6%,7%,x,-6%
CCC(=O)N(Cc1cc2ccccc2[nH]c1=O)C(C)C,-3%,-24%,5%,1%,46,u
CN(Cc1ccco1)C(=O)c1c[nH]c2ccc(S(=O)(=O)Nc3ccc4c(c3)OCCO4)cc2c1=O,0%,-53%,17%,-2%,-18,u
CCOc1ccc(S(=O)(=O)N2CCCC(C(=O)Nc3cc(C)cc(C)c3)C2)cc1 (stereo not drawn),-2%,-22%,-1%,6%,-15,-9%
CCc1ccc(Oc2c(C(F)(F)F)oc3c(CN4CCN(C)CC4)c(O)ccc3c2=O)cc1,-4%,x,x,x,-27,22%
O=C(NNC(=O)C1CCN(Cc2ccc(F)cc2Cl)CC1)Nc1ccc([N+](=O)[O-])cc1,x,u,6%,11µM*,-18,-3%
COc1ccc(Cl)cc1NC(=O)C(=O)NC1CCCCCC1,2%,3%,1%,15%,11,1%
Cc1cc(OC(=O)c2ccccc2C(F)(F)F)c([N+](=O)[O-])c(=O)[nH]1,-6%,-17%,4%,14%,47,-9%
Cc1ccc(C)c(-n2ccnc2SCC(N)=O)c1,-2%,-24%,-12%,-26%,-29,-5%
Cc1cc(NC(=O)CSCc2nc(-c3cccc(F)c3)oc2C)no1,-14%,-9%,5%,-20%,26,u
Cc1ccc2c(c1)C1CN(C)CCC1N2C(=O)COc1ccc(N(C)C(=O)c2ccccc2)cc1 (stereo not drawn),0%,99%[activator],0%,-17%,u,3%
CC(=O)c1ccc(NC(=O)c2ccc(C)c(Br)c2)cc1,u,2%,16%,u,115,-2%
O=C(c1ccc([N+](=O)[O-])c(CS(=O)(=O)c2ccc(Cl)cc2)c1)N1CCCC1,0%,23%,5%,-3%,-11,2%
CCn1nc(C)c(/C=N/NC(=O)Cn2nccc2C)c1C,1%,-31%,5%,10%,22,-11%
COc1ccc(NC(=O)c2cccnn2)cc1,-6%,-14%,6%,18%,2,-1%
CN(c1nnc(N)s1)C1CCCCC1,-5%,-5%,1%,2%[8.37 µM],-11,u
NS(=O)(=O)c1ccc(CCNC(=O)CCCn2c(SCC(=O)N3CCCC3)nc3ccsc3c2=O)cc1,16%,0%,8%,2µM*,-6,5%
CCOC(=O)N1CCN(S(=O)(=O)N2CCCC(C(=O)NCc3ccc(F)cc3)C2)CC1 (stereo not drawn),-18%,37%,-3%,16%,-10,-11%
c1ccc(CSc2ccc(-c3cccnc3)nn2)cc1,-8%,-13%,-3%,7%,3,2%
Cc1ccc2nc3c(cc(C(=O)NC4CCCCC4)c(=N)n3C(C)C)c(=O)n2c1,-3%,x,x,x,-12,15%
CN(C)/N=C/C=C1\CCC/C(=C/c2cccs2)C1=O,-28%,-11%,1%,5%,8,6%
CC1CCCCC1NC(=O)C1CCCN1S(=O)(=O)c1cccc2nsnc12 (stereo not drawn),-4%,35%,-3%,-17%,14,u
COc1cc(/C=N/n2c(-c3cc(C)[nH]n3)n[nH]c2=S)ccc1O,3%,-12%,u,2%,-19,5%
CC(=O)c1ccc(-n2nnnc2SCC(=O)NNC(=O)c2ccco2)cc1,2%,-49%,5%,7%,15,-4%

# Pulled one by one from the entries so far, 7 records:
SMILES,Sm TGR inh,AmpC no deterg,Giardia FBPA inh,HCV inhibitor,HCMV antiviral,AmpC detergent
COc1cc(/C=N/n2c(-c3cc(C)[nH]n3)n[nH]c2=S)ccc1O,3%,-12%,u,2%,-19,5%
Cc1cc(OC(=O)c2ccccc2C(F)(F)F)c([N+](=O)[O-])c(=O)[nH]1,-6%,-17%,4%,14%,47,-9%
CCc1ccc(Oc2c(C(F)(F)F)oc3c(CN4CCN(C)CC4)c(O)ccc3c2=O)cc1,-4%,x,x,x,-27,22%
CCn1nc(C)c(/C=N/NC(=O)Cn2nccc2C)c1C,1%,-31%,5%,10%,22,-11%
CN(Cc1ccco1)C(=O)c1c[nH]c2ccc(S(=O)(=O)Nc3ccc4c(c3)OCCO4)cc2c1=O,0%,-53%,17%,-2%,-18,u
CC(=O)c1ccc(NC(=O)c2ccc(C)c(Br)c2)cc1,u,2%,16%,u,115,-2%
CC1CCCCC1NC(=O)C1CCCN1S(=O)(=O)c1cccc2nsnc12 (stereo not drawn),-4%,35%,-3%,-17%,14,u

# (further entries)
SMILES,Sm TGR inh,AmpC no deterg,Giardia FBPA inh,HCV inhibitor,HCMV antiviral,AmpC detergent
CCCCNC(=O)c1sc(=S)n2c1[nH]c(=O)c1ccc(C(=O)NCCc3ccc(OC)c(OC)c3)cc12,-3%,-19%,x,20%,x,2%
CCc1ccc(NC(=O)C(=O)NNC(=O)c2ccc(OC)cc2)cc1,-5%,-16%,1%,17%,0,1%
CC(C)c1ccc(NC(=O)CSc2nc(=O)n(Cc3cccnc3)c3c2CCC3)cc1,-18%,x,x,x,-107*,-3%
Cn1c(=O)c2c(nc(CN3CCCCC3)n2CCc2ccccc2)n(C)c1=O,0%,-17%,-1%,11%,u,-13%
O=[N+]([O-])c1ccc2nc(SCc3cn4cccnc4n3)[nH]c2c1,-18%,-13%,-9%,1%,-37,-7%
c1ccc2c(c1)nc(NCc1ccc3c(c1)OCO3)n2CCN1CCOCC1,x,-17%,3%,31%[activator],-7,-1%
COC(=O)c1[nH]c(C)c(/C(O)=C2\C(=O)C(=O)N(CCN3CCOCC3)C2c2ccco2)c1C (stereo not drawn),u,-11%,-20%,19%,15,-2%
CN(C(=O)COC(=O)C1COc2ccccc2O1)C1(C#N)CCCCC1 (stereo not drawn),-7%,-16%,x,4%,u,-4%
COc1ccccc1C(=O)Nc1ccnn1C1CCN(C(=O)c2cnsn2)CC1,0%,0%,x,16%,-103*,2%
Cc1ccc(C(C)C)cc1OCCN1CCCC1,6%,-17%,-19%,8%,3,-10%
CCOC(=O)CN1C(=O)N[C@@H](c2ccco2)C(C(=O)OC)=C1C,x,x,-1%[12.9 µM],-12%,-34,x
COc1ccc(/C=C2\SC(=S)NC2=O)cc1OS(=O)(=O)c1ccc(NC(C)=O)cc1,-4%,-53%,10%,-11%,-32,5%
Cc1cnc(C(=O)Nc2ccc(N3CCN(C(=O)OC(C)(C)C)CC3)cc2)cn1,-7%,-5%,-4%,-5%,u,0%
CCCCNC(=S)N1CCn2cccc2C1c1cccnc1 (stereo not drawn),1%,-17%,-3%,12%,-21,3%
CCN(CC)S(=O)(=O)c1ccc(C)c(NC(=S)Nc2cccc(S(=O)(=O)N3CCCCCC3)c2)c1,-26%,-39%,-9%,u,-77*,-3%
COC(=O)c1cn[nH]c1N,0%,-4%,1%,17%,-4,1%
Cc1nc(-c2cccc(NC(=O)c3cc4cc(Br)ccc4oc3=O)c2)cs1,5%,-3%,4%,12%,-14,6%
COc1ccc(CCNC(=O)C2CCN(Cc3nc(-c4ccccc4C)oc3C)CC2)cc1OC,-27%,148%[activator],3%,7.9µM*,-18,-6%
Cc1ccc(OCC(=O)Nc2ccc(C)c(F)c2)c([N+](=O)[O-])n1,1%,108%[activator],x,u,-29,u
O=C(O)C(=O)/C(=C\c1ccc(Cl)cc1)c1ccc2ccccc2n1,-11%,-31%,-9%,15%,48,1%
CCOc1nc(NC2CCCC2)nc(N2CCC(C)CC2)n1,-9%,-15%,8%,-19%,-13,0%
CC(Sc1nnc(-c2cccnc2)o1)C(=O)NC1CCCCC1 (stereo not drawn),-9%,-6%,x,-1%,-26,-6%
COc1ccc(NC(=O)Nc2ccc(OC)c(OC)c2)c([N+](=O)[O-])c1,-2%,-14%,5%,-8%,19,u
Cc1cc2c(cc1[N+](=O)[O-])NC(CNC(C)C)CC2 (stereo not drawn),5%,-12%,-3%,u,63,6%
CC(C)NC(=O)C12CC3CC(C1)CC(C(=O)NC(C)C)(C3)C2,7%,-22%,-1%,0%,-20,u
SMILES,Sm TGR inh,AmpC no deterg,Giardia FBPA inh,HCV inhibitor,HCMV antiviral,AmpC detergent
N#Cc1c(NC(=S)NC(=O)c2ccccc2)sc2c1CCN(CCc1ccccc1)C2,-20%,-19%,-2%,-9%,x,-14%
Cc1c(NC(=O)C2CCCN2S(=O)(=O)c2ccc(Cl)cc2)c(=O)n(-c2ccccc2)n1C (stereo not drawn),2%[11.4 µM],-11%,1%,0%,-9,-11%
COc1cc(Cl)cc(/C=N/NC(N)=O)c1O,x,-18%,-6%,4%,u,3%
COC(=O)Cn1cc(/C=N/NC(=O)c2ccc(C#N)cc2F)c2ccccc21,9%,-33%,3%,5%,27,-4%
COc1ccc(NC(=S)NCCCN2CCOCC2)cc1,u,81%[activator],-1%,14%,2,0%
COc1cccc(C(=O)COC(=O)CCCC(=O)NC2CCCCC2)c1,-7%,42%,-4%,x,14,-14%
O=C(c1nc[nH]c1C(=O)N1CCc2ccccc2C1)N1CCc2ccccc2C1,3%,-6%,x,22%,9,3%
CCCOc1ccc(NC(=O)CC2C(=O)N(c3ccc(F)cc3)C(=O)N2CC(C)C)cc1 (stereo not drawn),3%,x,x,x,-31,0%
C=CCN1C(=O)C(O)(CC(=O)c2ccc(Cl)cc2)c2ccccc21 (stereo not drawn),u,-32%,-15%,8%,x,-12%
Cc1ccc(NC(=O)C(NS(=O)(=O)c2cccc3nsnc23)C(C)C)nc1 (stereo not drawn),-7%,0%,6%,2%,46,u
S=C1CCC(c2ccc(Cl)cc2)=NN1c1ccccc1,-27%,-21%,-6%,3%,-17,0%
CCOc1ccc(CN2CCNC(=O)C2CC(=O)N(C)Cc2nonc2C)cc1 (stereo not drawn),-27%,55%,-14%,x,21,1%
Cc1ccc(NC(=O)c2ccc(NC(=O)CCS(=O)(=O)c3cccs3)cc2)cc1F,0%,x,x,x,0,11%
COc1ccc(Cl)cc1N(CC(=O)N/N=C/c1ccc(OCC(N)=O)cc1)S(C)(=O)=O,x,67%[activator],1%,-9%,-14,-7%
COc1ccc(C2=Nn3c(C)nnc3SC2)cc1,u,133%[activator],x,-22%,33,-2%
COc1ccc(-n2cc(CNCCN3CCOC3=O)c(-c3ccccc3Cl)n2)cc1,u,20%,5%,5%,-7,2%
CN(C)S(=O)(=O)c1cccc(NC(=O)COC(=O)CCSc2ccc(Cl)cc2)c1,-20%,-29%,3%,-4%,-8,-10%
COC(=O)c1ccc(OCC(=O)NC(C)(C)C)cc1,2%,0%,5%,10%,72,-5%
COc1ccccc1/C=C/C(=O)Nc1nc2n(n1)C(c1ccc(F)cc1)C=C(c1ccccc1)N2 (stereo not drawn),-10%,x,x,x,-1,-7%

# Single entries from the list:
# For AmpC detergent, `COc1cc(Cl)cc(/C=N/NC(N)=O)c1O` has the entry 3%
# For AmpC no deterg, `C=CCN1C(=O)C(O)(CC(=O)c2ccc(Cl)cc2)c2ccccc21` (stereo not drawn) has the entry -32%
